VCAM1 TNFa inh: reduces TNF alpha induced VCAM1 expression in HUVEC. AID 802. 95,000 compounds, 0.48% hits. inhibition, % at 2 µM. HUVEC TNFa-induced VCAM-1 immunofluorescence, high-content imaging;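 active = inhibition above the batch mean plus 3 SD, with images confirmed as a hit by eye, cut at about 37% in these data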;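 also: 0% = TNF-stimulated DMSO wells and 100% = unstimulated control wells; not every result past the cut was called active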
HUVEC tox IL1B: toxic to HUVEC cells under IL-1B stimulation; HUVEC cell count loss, Hoechst imaging, IL-1B stimulated; cell count reduction, % at 2 µM; 94,000 compounds, 0.41% hits;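 active = cell count reduction more than 3 SD above the screen-wide mean, cut at about 70% in these data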;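 also: normalized per plate to untreated control cells as the no-loss baseline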
F-actin modifier: modifiers of cytoskeleton assembly; HUVEC TNFa F-actin phalloidin imaging, high content; inhibition, % at 2 µM; 91,000 compounds, 0.18% hits; AID 836;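 active = inhibition above the batch mean plus 3 SD and confirmed as a hit by visual image inspection, cut at about 30% in these data, passing the limit was not always enough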; also: strong numbers were not always called active
HUVEC tox TNFa: toxic to HUVEC cells under TNF alpha stimulation; HUVEC TNFalpha-stimulated, Hoechst cell count, imaging; cell count reduction, % at 2 µM; 93,000 compounds, 0.17% hits; AID 848;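 active = cell count reduction exceeding the screen mean by over 5 SD, scaled to untreated wells per plate, cut at about 78% in these data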;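 also: cells counted after 24 h of TNF alpha exposure following the 1 h pretreatment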
PTPN22 inh 2: inhibitors of human LYP (PTPN22) phosphatase | Q9Y2R2 | recombinant LYP catalytic domain, DiFMUP fluorescence | inhibition, % at 2 µM | 96,000 compounds, 0.21% hits | AID 640;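 active = inhibition at 2 µM at or above a set limit, the screen mean plus 3 SD, cut at about 24% in these data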;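 also: 0% = DMSO with enzyme and 100% = enzyme fully blocked by orthovanadate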
Smad3 inh: inhibitors of human Smad3 transcription factor binding; P84022; TR-FRET Smad3/Dy647-FoxH1 peptide binding, europium anti-His; 88,000 compounds, 0.29% hits; inhibition, % at 25 µM;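 active = compounds that reduce the energy-transfer binding signal between the protein and its labelled peptide by more than half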;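 also: 0% = Smad3 plus labelled peptide maximal FRET and 100% = peptide-only background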
Target sequence (P84022 whole entry, looked up): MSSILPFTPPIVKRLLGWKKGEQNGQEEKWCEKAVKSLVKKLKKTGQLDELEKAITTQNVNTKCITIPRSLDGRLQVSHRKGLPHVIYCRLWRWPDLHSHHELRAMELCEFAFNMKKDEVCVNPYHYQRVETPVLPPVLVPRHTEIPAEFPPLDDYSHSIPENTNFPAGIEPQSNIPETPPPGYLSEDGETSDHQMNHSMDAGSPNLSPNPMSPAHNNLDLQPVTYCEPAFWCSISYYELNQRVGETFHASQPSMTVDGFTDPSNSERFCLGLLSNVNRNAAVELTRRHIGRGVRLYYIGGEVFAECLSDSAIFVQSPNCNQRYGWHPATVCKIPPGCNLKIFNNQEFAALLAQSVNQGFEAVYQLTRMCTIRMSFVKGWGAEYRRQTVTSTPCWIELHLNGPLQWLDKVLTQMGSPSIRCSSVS
DAT uptake mod: changed human dopamine transporter uptake under cocaine IC80; 110,000 compounds, 1.3% hits; LLC-PK1 hDAT cells, [14C]-dopamine uptake with cocaine IC80; actives deviate in either direction; B-score at 10 µM; Q01959;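 active = Z score or B-score, a plate-position-corrected score, falls beyond the plate's 99.7% confidence bounds, in either direction; inactive = both scores lie inside the 99.7% bounds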;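 also: scored against the spread of the other compound wells on the same plate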
Target sequence (Q01959 whole entry, looked up): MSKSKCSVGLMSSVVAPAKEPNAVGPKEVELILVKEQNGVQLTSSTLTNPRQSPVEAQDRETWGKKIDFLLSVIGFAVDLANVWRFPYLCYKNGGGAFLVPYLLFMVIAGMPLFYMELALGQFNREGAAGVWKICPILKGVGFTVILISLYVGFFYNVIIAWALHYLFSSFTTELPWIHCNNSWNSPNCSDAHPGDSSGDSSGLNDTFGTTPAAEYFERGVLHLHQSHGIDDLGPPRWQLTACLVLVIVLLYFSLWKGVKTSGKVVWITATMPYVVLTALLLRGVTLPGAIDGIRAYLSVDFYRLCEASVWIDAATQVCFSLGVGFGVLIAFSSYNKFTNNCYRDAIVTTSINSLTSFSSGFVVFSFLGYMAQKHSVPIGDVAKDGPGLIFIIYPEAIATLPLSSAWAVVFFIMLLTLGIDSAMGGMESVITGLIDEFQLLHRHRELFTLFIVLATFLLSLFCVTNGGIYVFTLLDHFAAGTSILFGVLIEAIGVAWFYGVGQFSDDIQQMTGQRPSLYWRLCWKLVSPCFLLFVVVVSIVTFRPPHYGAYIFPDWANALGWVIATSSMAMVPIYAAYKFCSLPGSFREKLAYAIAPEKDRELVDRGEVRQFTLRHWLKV
Candida biofilm: kills Candida albicans biofilms; C. albicans biofilm + clotrimazole, Alamar Blue; inhibition, % at 6 µM; 85,000 compounds, 0.14% hits; AID 834;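 active = inhibition above 20%; inactive = inhibition below 20%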;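 also: preformed 24 hr biofilms exposed to compound for 48 hr; 0% = biofilm without compound and 100% = blank killed by clotrimazole plus chlorhexidine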
MT1-MMP txn act: activates MT1-MMP transcription; AID 750; 86,000 compounds, 0.16% hits; HT1080 MT1-MMP promoter luciferase reporter, luminescence, overnight; active compounds read high; activation factor at 10 µM;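 active = activation factor of at least 2 for MT1-MMP transcription at 10 µM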
* = called active by the depositor; . = not tested or not shown; [ ] = dose if it differs, or a comment.

The line under a structure holds: VCAM1 TNFa inh	HUVEC tox IL1B	F-actin modifier	HUVEC tox TNFa	PTPN22 inh 2	Smad3 inh	DAT uptake mod	Candida biofilm	MT1-MMP txn act
1) C=CCOC(=O)C1=C(C)NC(SCC(=O)Nc2ccc(C)c(Cl)c2)=C(C#N)C1c1ccco1 (stereo unspecified)
    -7.8	-34.3	-7.4	6.4	-1.6	1.6	-0.00828	5.3	1.2
2) COCCNC(=O)C(OC(=O)c1cccs1)c1ccccc1 (stereo unspecified)
    3.4	11.9	20.9	-15.4	-0.7	-4.6	-0.45	4.9	1.1
3) CSc1ccc(-c2c(C#N)c(N)nc3c2CCCC3)cc1
    4.0	-41.0	17.8	-37.8	2.3	-19.0	-1.11	6.5	1.1
4) COCC(C)NCc1cccc([N+](=O)[O-])c1 (stereo unspecified)
    11.3	-13.9	-19.3	-2.5	-7.8	.	-0.303	.	.
5) CCCC(CCC(=O)Nc1ccc(C(=O)OC)cc1)C(=O)O (stereo unspecified)
    13.8	57.1	10.6	-12.1	6.2	-15.7	-1.47	-0.3	1.2
6) CC(C)CC(=O)N1CCN(S(=O)(=O)c2ccccc2)CC1
    6.4	8.8	.	-62.1	5.1	-3.0	-1.02	1.7	1.1
7) Cc1cc2ncn(/N=C/c3cccnc3)c2cc1C
    -7.6	-100.0	22.4	-33.3	-7.1	-1.4	0.246	5.1	0.9
8) Cc1ccc(S(=O)(=O)NCCSc2nnnn2C)cc1
    .	.	.	.	3.2	3.2	1.76	6.3	1.1
9) O=C1C2CCCN2C(c2ccccc2F)N1c1ccc(F)cc1 (stereo unspecified)
    -4.8	-10.4	-5.4	-12.9	-12.4	3.8	0.24	-1.5	1.2
10) Nc1nc(N2CCOCC2)nc(N(c2ccccc2)c2ccccc2)n1
    0.4	0.0	-1.3	-19.8	1.4	9.4	1.76	12.0	1
11) COc1cccc(/C=N/n2c(=S)n(C)c3ccccc32)c1OC
    22.0	-48.7	-14.7	-0.4	3.4	-9.9	0.0133	5.3	1.2
12) CCC(=O)N1CC(C)C(=O)Nc2ccccc21 (stereo unspecified)
    1.3	24.9	38.7	-6.6	2.2	2.5	-0.508	9.6	1.1
13) Cc1cccc(/C=C2\CCC(=C3SCCCS3)C2=O)c1
    2.0	-3.2	7.3	0.6	2.7	.	0.334	.	.
14) Cc1cc(C)nc(N(C#N)CCOc2ccc(Cl)cc2)n1
    16.8	-10.2	-14.5	-24.7	-4.5	10.5	-1.77	5.2	1.2
15) COC(=O)C(C)Sc1ccc2nnc(-c3cccc(F)c3)n2n1 (stereo unspecified)
    .	.	.	.	.	-2.4	0.866	12.1	1

Remaining list, next part
The line under a structure holds: VCAM1 TNFa inh	HUVEC tox IL1B	F-actin modifier	HUVEC tox TNFa	PTPN22 inh 2	Smad3 inh	DAT uptake mod	Candida biofilm	MT1-MMP txn act
16) Cc1ccccc1N(CC(=O)NC1CCCC1)C(=O)CS(=O)CC(=O)Nc1ccc2c(c1)OCO2 (stereo unspecified)
    13.6	-1.8	-20.6	-25.0	-0.8	8.5	2.66	8.2	1
17) CCC1(N(C(C)=O)c2ccc(OC)cc2)C(=O)c2ccccc2C1=O
    -1.0	-29.0	-13.7	-44.4	-14.8	8.1	-0.793	2.3	1.1
18) CN(CCCC(=O)Nc1nccs1)S(=O)(=O)c1ccc(Cl)cc1
    14.4	-11.0	-3.8	-28.8	-14.0	-7.2	0.407	0.5	.
19) Cc1ccc(Cn2nnc3c(=O)[nH]c(C4CCN(S(=O)(=O)c5ccc(C)cc5)CC4)nc32)cc1
    4.0	37.0	1.4	-13.2	11.7	8.8	-0.00774	8.1	1.1
20) CCOc1ccc(-c2noc(=O)[nH]2)cc1
    -11.7	-37.3	12.2	-43.8	6.2	-2.3	-0.0373	3.1	1.3
21) CCCSc1nnc(NC(=O)c2sc3nc(-c4cccs4)ccc3c2N)s1
    16.3	-4.5	-15.5	-6.7	5.1	.	0.0124	.	1.2
22) CCc1nnc(SCCSc2nnc(CC)n2N)n1N
    3.6	-33.6	-19.6	4.5	-0.9	2.9	-0.302	2.8	1.1
23) O=C(COC(=O)Cc1ccsc1)NCC12CC3CC(CC(C3)C1)C2
    1.2	-2.4	7.6	-19.8	-2.2	.	0.442	.	.
24) O=C(Oc1ccc2c(c1)OCO2)c1ccc(Br)c(S(=O)(=O)N2CCOCC2)c1
    8.2	-28.3	3.6	.	-9.3	4.8	.	0.4	1.2
25) O=C(OCC1CCCN2CCCCC12)c1ccc2c(c1)OCO2 (stereo unspecified)
    -32.3	1.7	-28.1	25.0	-6.0	2.7	0.0702	-4.4	1.2
26) Cc1cc(NC(=O)c2ccc(C)s2)n(-c2ccccc2)n1
    -0.7	-1.4	-1.0	-3.5	13.1	.	0.0479	.	.
27) CCN(C(=O)CSc1ncn[nH]1)C1CCCCC1
    7.1	3.2	5.1	-5.9	10.0	3.8	-0.339	-0.7	1
28) CCN(CC)C(=O)CSc1nnc(-c2ccco2)n1N
    8.0	31.8	-7.7	-23.0	-2.4	21.1	-1.79	7.0	1.2
29) Cc1ccccc1NC(=O)c1ccccc1O
    14.2	-28.5	-20.7	-3.9	-0.7	2.4	-0.297	-0.8	1.1
30) CCOC(=O)c1[nH]c2ccc(C)cc2c1N=CN(CC)CC
    3.0	-1.5	13.0	-12.8	10.8	-0.8	0.477	3.4	1.3

Other records.
The line under a structure holds: VCAM1 TNFa inh	HUVEC tox IL1B	F-actin modifier	HUVEC tox TNFa	PTPN22 inh 2	Smad3 inh	DAT uptake mod	Candida biofilm	MT1-MMP txn act
31) Cc1ccc2nc(SCC(=O)c3ccc4c(c3)OCO4)[nH]c2c1
    24.6	-1.7	16.5	2.2	-7.4	10.6	0.758	5.4	1.1
32) N#Cc1c2n(c3c(=S)nc[nH]c13)CCCCC2
    -8.5	-8.4	-39.2	3.5	2.5	-12.1	-0.495	-2.8	0.9
33) O=C(NCc1ccc2c(c1)OCO2)c1ccccn1
    -13.6	-21.8	-17.8	2.6	-16.1	-0.4	-0.607	4.2	1.1
34) CCOc1ccc(C(=O)N2CCCC2)cc1
    4.2	3.2	-7.9	-9.8	-0.1	1.3	5.88*	5.1	1.2
35) COc1ccc(C2=CSC3=C(C(=O)c4cccc(S(=O)(=O)N(C)C)c4)CCN23)cc1
    9.6	-7.7	.	-35.3	5.2	12.7	0.19	4.4	1
36) Cc1ccc(NC2=CC(=O)CC(C)(C)C2)cc1C
    15.9	-1.5	24.4	-8.4	-3.0	-0.5	0.0442	0.8	1.2
37) CC1=CC(=C(C#N)c2nc3ccccc3s2)C=C(C)N1Cc1ccco1
    -21.1	-39.1	-15.4	-13.3	7.3	.	-0.295	.	1.3
38) COc1ccccc1N1CCN(C(=O)c2cc(-c3ccc4c(c3)OCO4)on2)CC1
    -15.7	-20.8	-2.9	-5.6	-1.6	3.8	0.35	5.9	1.1
39) O=C(NCC1CCCO1)c1ccc2nc(N3CCCCC3)sc2c1 (stereo unspecified)
    .	.	.	.	.	6.7	0.956	8.2	1.5
40) O=C(CSC1=Nc2ccccc2C2=NC(Cc3c[nH]c4ccccc34)C(=O)N12)NC1CCCCC1 (stereo unspecified)
    -10.8	6.5	1.5	10.2	-0.9	1.4	0.018	4.9	1.2
41) CCC(Oc1ccccc1)C(=O)Nc1ccc(S(=O)(=O)NCC2CCCO2)cc1 (stereo unspecified)
    -11.3	-4.0	5.1	33.6	-7.5	0.0	-0.673	8.2	1.1
42) C=CCn1c(CCNC(=O)c2ccccc2F)nnc1SCc1nc2ccccc2c(=O)[nH]1
    8.6	.	0.5	-12.8	0.0	-14.1	-0.457	11.9	1
43) COCCOc1cc(N2C(=O)CSCC2=O)c(Cl)cc1Cl
    -8.2	39.2	-10.1	7.4	7.3	.	0.0473	.	.
44) Cc1ccccc1Nc1nc(Nc2ccccc2C)nc(SC2=NCCS2)n1
    7.8	7.2	-3.9	1.3	11.2	-5.9	0.499	1.8	.
45) Cc1cc(NC(=O)C2CCC2)n(-c2ccccn2)n1
    .	.	.	.	.	3.1	1.63	13.9	1.2

(further entries)
The line under a structure holds: VCAM1 TNFa inh	HUVEC tox IL1B	F-actin modifier	HUVEC tox TNFa	PTPN22 inh 2	Smad3 inh	DAT uptake mod	Candida biofilm	MT1-MMP txn act
46) Cc1cc2nc(-c3cccnc3SCC(=O)NCc3ccco3)[nH]c2cc1C
    .	5.5	.	.	17.4	6.6	-1.48	8.1	0.8
47) Cc1ccc(NC2=NCC(=O)N2CCc2ccccc2)cc1C
    15.1	5.6	-22.4	-1.1	-7.2	1.1	0.58	4.6	1.2
48) O=C(CSc1nc(-c2ccco2)cc(C(F)(F)F)n1)N1CCN(c2cccc(Cl)c2)CC1
    -1.5	14.0	1.8	-21.3	12.6	-2.6	0.625	4.1	1.2
49) CC(C)(C)NS(=O)(=O)c1cccc(S(=O)(=O)c2cccc(S(=O)(=O)NC(C)(C)C)c2)c1
    .	-5.4	.	.	-1.5	2.4	.	3.0	1.1
50) Nn1c(Cc2ccccc2F)nnc1SCn1nnc2ccccc2c1=O
    27.5	20.8	5.2	37.5	-8.7	3.4[fluorescence artefact?]	0.123	11.9	1
51) CCOC(=O)N1CCC2(CC1)C(C#N)=C(N)Oc1n[nH]c(C)c12
    0.8	4.3	16.2	-16.8	0.4	-10.4	-0.0104	-1.3	1.1
52) S=c1[nH]ncn1/N=C/c1ccc(Br)cc1
    -1.3	-6.6	4.2	-18.2	2.8	.	-0.034	.	1.2
53) CCOC(=O)N1CCN(C(=O)CN(Cc2ccc(Cl)cc2)S(C)(=O)=O)CC1
    16.6	-10.5	-1.5	7.8	13.1	-0.3	0.138	8.9	1
54) N#CCc1nnc2n1-c1ccccc1CCC2
    -4.1	-37.3	.	-13.3	3.9	-10.8	-0.211	-2.4	1.1
55) CCN(CC)CCNC(=O)C1CCC(=O)N(c2ccc(OC)cc2)C1c1ccc(F)cc1 (stereo unspecified)
    -2.9	2.2	3.0	-60.2	4.5	.	-0.402	.	1.1
56) COc1ccc(S(=O)(=O)N2CCC(C(=O)Nc3ccc(OC)c(OC)c3)CC2)cc1C
    -14.5	6.5	7.5	-26.7	5.4	6.9	-1.03	5.9	1.1
57) COC(=O)c1ccc(NS(=O)(=O)c2cccc3cccnc23)cc1
    -1.6	9.7	1.2	7.0	12.1	-10.1	-1.37	-1.0	1.1
58) CN(C)CCOCCP(=O)(c1ccccc1)c1ccccc1
    7.1	-13.1	-33.5	-10.8	-5.4	-7.8	0.435	0.2	1.1
59) Cc1ccc(OCCCOc2cccc3cccnc23)cc1C
    -19.3	6.7	3.5	-7.2	13.5	.	-0.243	.	.
60) Fc1ccc(CSc2nnc(-c3cc4c(s3)-c3ccccc3CC4)o2)cc1
    25.7	-10.3	-25.9	-12.2	-4.7	.	1.82	.	.

Bioassay records as filed in PubChem.

These rows are one share of the data. The share of hits here may be higher or lower than overall.
